Assay outcomes deposited in PubChem by Emory University Molecular Libraries Screening Center.
EP2 mod: modulates human prostaglandin E2 receptor EP2 signaling. 0.83% of 260,000 active. induction, % at 25 µM. P43116. EP2-expressing cells, cAMP HTRF FRET, PGE2 co-stimulation;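 active means compounds whose cAMP rise, as percent of the full-agonist control response, exceeds 60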;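 further: rat C6 glioma line stably carrying human EP2 under a CMV promoter; the protocol text gives 20 µM as final concentration; 100% = response of wells given 1 µM PGE2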
Target sequence (P43116 whole entry, looked up): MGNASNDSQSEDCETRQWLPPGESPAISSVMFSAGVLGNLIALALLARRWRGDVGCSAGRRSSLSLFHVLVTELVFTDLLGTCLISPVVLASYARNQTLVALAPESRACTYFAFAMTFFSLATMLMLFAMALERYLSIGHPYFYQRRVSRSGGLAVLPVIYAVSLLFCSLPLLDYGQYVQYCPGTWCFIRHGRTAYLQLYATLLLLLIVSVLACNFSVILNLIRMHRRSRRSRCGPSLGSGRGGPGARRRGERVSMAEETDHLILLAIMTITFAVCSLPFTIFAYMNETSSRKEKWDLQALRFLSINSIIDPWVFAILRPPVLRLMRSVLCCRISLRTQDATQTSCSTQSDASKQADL
* hit, by the source's call.

SMILES	EP2 mod
Cc1cccc2cc(CN(C(=O)C3CC3)C3CCCC3)c3nnnn3c12	3
CCC(=O)Oc1c(OC)cc(/C=C2\N=C(c3ccc(C(C)(C)C)cc3)OC2=O)cc1OC	10
Cc1cccc(Nc2c3c(nc4ncnn24)CCC3)c1C	6
O=C(Cn1nc(-c2ccncc2)oc1=O)N1CCc2ccccc21	6
CCOc1ccc(N(CC(=O)N2CCCCC2)S(=O)(=O)c2ccc(F)cc2)cc1	1
COCCCn1c(SCc2ccc(Cl)cc2)nc2sc3c(c2c1=O)CCC3	-18
O=C(Cc1cccs1)N1CCC(c2nc(-c3cccs3)no2)CC1	-54
COc1ccc(OC)c(NC(=O)CSc2nc3ccc(OC)cc3cc2C#N)c1	8
Cc1sc2nc(C3CC3)nc(SCC(=O)Nc3ccccc3F)c2c1C	40
CNc1nc2c(c(=O)[nH]c(=O)n2C)n1Cc1ccccc1Cl	-31
Cc1cc(=O)c2ccc(NC(=O)c3ccccc3)cc2[nH]1	-17
C=CCOc1ccccc1C1C(C(=O)OCC)=C(C)NC(C)=C1C(=O)OCC	46
O=C(c1cc(F)cc(F)c1)N1CCCC(c2nc3sc4c(c3c(=O)[nH]2)CCCC4)C1 (stereo not drawn)	1
CCCC(c1nnnn1C1CCCC1)N(Cc1ccco1)Cc1cc2cccc(C)c2[nH]c1=O (stereo not drawn)	58
COc1ccc2c(=O)c(CC(=O)O)coc2c1	2
Nc1ccc(NC(=O)CN2CCCCC2)cc1	3
NC(=S)NCCCC(N)C(=O)O (stereo not drawn)	-6
COCCNC(=O)c1ccccc1NC(=O)CN1C(=O)c2cccc3cccc1c23	-42
CNc1nnc(-c2ccccc2)s1	-44
COC(=O)c1c(NC(=O)c2cccs2)sc(C(=O)Nc2ccc(C)cc2)c1C	3

Molecules listed so far that contain a thiophene ring, fused or not:
SMILES	EP2 mod
COCCCn1c(SCc2ccc(Cl)cc2)nc2sc3c(c2c1=O)CCC3	-18
O=C(Cc1cccs1)N1CCC(c2nc(-c3cccs3)no2)CC1	-54
Cc1sc2nc(C3CC3)nc(SCC(=O)Nc3ccccc3F)c2c1C	40
O=C(c1cc(F)cc(F)c1)N1CCCC(c2nc3sc4c(c3c(=O)[nH]2)CCCC4)C1 (stereo not drawn)	1
COC(=O)c1c(NC(=O)c2cccs2)sc(C(=O)Nc2ccc(C)cc2)c1C	3

Fetched by compound from the entries so far, 3 records:
SMILES	EP2 mod
CNc1nnc(-c2ccccc2)s1	-44
Nc1ccc(NC(=O)CN2CCCCC2)cc1	3
C=CCOc1ccccc1C1C(C(=O)OCC)=C(C)NC(C)=C1C(=O)OCC	46

Other structures follow.
SMILES	EP2 mod
CCc1c(C)sc(NC(=O)c2cc(-c3ccccc3Cl)on2)c1C#N	-65
CC(C(=O)NCCn1nc(-c2cccs2)ccc1=O)c1ccccc1 (stereo not drawn)	-8
CCOc1ccc2[nH]c(=O)c(CN(Cc3ccco3)C(=S)Nc3cccc(C)c3)cc2c1	-12
COc1ccc(CC(=O)N2C3CCC2CC(c2ccc(F)cc2)C3)cc1OC (stereo not drawn)	-10
COc1cccc(C2(NC(=O)c3cccc(-n4cnnn4)c3)CCCC2)c1	-14
Cc1cccc(-n2c(SCC(=O)N3CCOCC3)nnc2-c2ccoc2C)c1	-22
COc1ccc(-c2ocnc2C(=O)NC(C)c2ccncc2)cc1OC (stereo not drawn)	-21
CCC(=O)c1cn(CC(=O)NCCOC)c2ccccc12	8
O=C(CSc1ncnc2sc3c(c12)CCCC3)N1CCCCCC1	-9
O=S(=O)(Nc1ccc(Cl)cn1)c1cccc(S(=O)(=O)c2ccc(Cl)cc2)c1	13
Cn1c(N2CCCC2)nc2c1c(=O)[nH]c(=O)n2C	2
COc1ccc(-n2nnnc2SCC(=O)N2CCc3ccccc32)cc1	-43
CCN1CCCC1CN(Cc1cc2ccc(C)cc2[nH]c1=O)C(=S)Nc1cccc(C)c1 (stereo not drawn)	15
COc1ccc(Cl)cc1NC(=O)COC(=O)c1ccco1	-26
Cc1nn2c(NCCN(C)C)c3c(nc2c1-c1ccc(F)cc1)CCC3	-55
CC(Oc1ccc2c(c1)oc(=O)c1ccccc12)C(=O)O (stereo not drawn)	25
COc1ccc(OC)c(C2SCCN2S(=O)(=O)c2ccc(NC(C)=O)cc2)c1 (stereo not drawn)	40
CC(=O)Nc1ccc(NC(=O)CSc2nnnn2-c2ccc(F)cc2)cc1	-35
Cc1nn(C(C)C)c(C)c1CN1CCC(O)(c2ccc3c(c2)OCO3)CC1	27
O=C1c2ccccc2-c2ccc(N=[N+]([O-])c3ccc4c(c3)C(=O)c3ccccc3-4)cc21	0
Cn1c(=O)sc2cc(S(=O)(=O)NCC3CC4CCC3C4)ccc21 (stereo not drawn)	-86
O[C@@H](COc1cccc2ccccc12)CN1CCOCC1	7
CCOc1ccc(C(=O)NCc2ccco2)cc1OC	-46
CCc1ccc2[nH]c(=O)c(CN(CC3CCCO3)C(c3nnnn3Cc3ccco3)C(C)C)cc2c1 (stereo not drawn)	29
CCCC(=O)O[C@]1(C(=O)CO)CCC2[C@@H]3CCC4=CC(=O)CC[C@]4(C)C3[C@@H](O)C[C@@]21C (stereo partly drawn)	13
O=C(Nc1ccccc1F)N1CCCC1c1n[nH]c(Cc2ccc(F)cc2)n1 (stereo not drawn)	-3
CCn1nc(NS(=O)(=O)c2ccc3c(c2)NC(=O)CO3)cc1C	-35
COc1ccccc1NC(=O)CSc1nnc(-c2cccnc2)n1Cc1ccccc1	-12
Cc1sc2ncn(C(C)C(=O)O)c(=O)c2c1-c1ccc(Cl)cc1 (stereo not drawn)	-27
O=C(Cc1cccs1)N1CCC[C@H](Cn2nc(-c3cccs3)ccc2=O)C1	-46
C/C(=N\O)c1ccc2cc(Br)c3ccccc3c2c1	1
S=c1[nH]nc(C2CCCCC2)n1-c1ccccc1	-9
O=C(CCSc1nc(-c2ccc3c(c2)OCO3)cc(C(F)(F)F)n1)N1CCCCCC1	-78
Cc1cc2c(o1)c1cnn(CC(=O)N3C(C)CCCC3C)c(=O)c1n2C (stereo not drawn)	2
O=C(O)CC(NCc1ccco1)C(=O)Nc1ccccc1 (stereo not drawn)	-12
COc1ccc2oc(=O)c(C(=O)Nc3ccccc3C)cc2c1	22
CCc1ccc2[nH]c(=O)c(C(c3nnnn3C(C)(C)C)N3CCN(Cc4ccccc4)CC3)cc2c1 (stereo not drawn)	-33
O=C(CSc1nnc2n(Cc3ccc(F)cc3)c3ccccc3n12)Nc1c[nH]c(=O)[nH]c1=O	-9
Cc1ccc2cc(C#N)c(SCC(=O)N3CCOCC3)nc2c1	-49
CCOc1ccc2nc(NC(=O)CSc3nc(C)cc(=O)[nH]3)sc2c1	27
Cc1ccc(C)c(N(CC(=O)NCC2CCCO2)S(C)(=O)=O)c1 (stereo not drawn)	-30
COc1ccc(OCC(=O)Nc2ccccc2N2CCN(S(C)(=O)=O)CC2)cc1	-39
O=C(CN1CCN(Cc2ccc3c(c2)OCO3)CC1)N1CCCC1	13
O=C(CN1CCC(n2nnc3ccccc32)CC1)N1CCOCC1	0
COc1ccc(OC)c(-c2[nH]nc3c2C(c2ccc(C(C)C)cc2)C(C#N)=C(N)O3)c1 (stereo not drawn)	14
Cn1c(=O)oc2cc(S(=O)(=O)NCC(c3ccccc3)N3CCOCC3)ccc21 (stereo not drawn)	-17
Cc1c(NC(=O)c2ncoc2-c2ccc(F)cc2)c(=O)n(-c2ccccc2)n1C	-21
CCN(CC)C(=O)Cn1nc(C)n2c(cc3oc(C)cc32)c1=O	-3
COCC(=O)NC(CC(C)C)c1nc2cccnc2n1C (stereo not drawn)	-15
Cc1cccc2cc(CN(CCN(C)C)C(=S)NCCCN3CCOCC3)c(=O)[nH]c12	-4
CCc1ccc2[nH]c(=O)c(CN(Cc3ccc(F)cc3)C(c3nnnn3C(C)(C)C)C(C)C)cc2c1 (stereo not drawn)	44
Cc1cc(Cc2cc(Cc3cc(C)cc(C(C)(C)C)c3O)c(C)cc2C)c(O)c(C(C)(C)C)c1	19
COc1cccc(-n2nnnc2SCC(N)=O)c1	-8
CC1CCc2c(sc(NC(=S)NC(=O)c3cccnc3)c2C(N)=O)C1 (stereo not drawn)	-61
NC(N)=Nc1nc(-c2ccc3c(c2)CC(=O)N3)cs1	-56
Cc1cc(C)c2[nH]c(=O)c(CN(C(=S)NCc3ccccc3)C3CCCCC3)cc2c1	-26
C[C@H](Cn1nnc2ccccc21)NC(=O)c1ccc2c(c1)n(C)c(=O)n2C	-18
O=C(O)CCC(=O)Nc1ccc(N2CCCCC2)cc1	13
COC(=O)COc1ccc(C2C(C#N)=C(N)Oc3n[nH]c(C)c32)cc1 (stereo not drawn)	-32
Cc1nc2sc3c(c2c2nnc(SCC(=O)NC4CCCC4)n12)CCCC3	12

More compounds
SMILES	EP2 mod
CC(=O)O[C@H]1C[C@@H](OC(C)=O)C(C)(C)C2CC(=O)[C@]3(C)C(CC[C@@]4(C)[C@H](c5ccoc5)OC(=O)[C@H]5O[C@]543)[C@]21C (stereo partly drawn)	29
O=C(Nc1ccccc1N1CCN(C(=O)c2ccccc2)CC1)c1ccco1	-10
Cc1cc2c(o1)c1cnn(CC(=O)N(C)C)c(=O)c1n2C	-9
Cc1ccc(C)c(Cn2nnc3c(=O)[nH]c(C4CCCN(C(=O)C(C)(C)C)C4)nc32)c1 (stereo not drawn)	3
Cc1ccc2[nH]c(=O)c(CC3CC(c4ccccc4)=NN3C(=O)CCC(=O)O)cc2c1 (stereo not drawn)	1
CCCc1nc(=S)n(-c2ccccc2)[nH]1	11
CC1CCCC(C)N1C(=O)CSc1nnc(COc2cccc3ccccc23)n1C (stereo not drawn)	-14
Cc1ccc(S(=O)(=O)N2CCC(N3CCN(C)CC3)CC2)cc1Cl	8
C=CCOc1cccc(/C=C\c2nc(O)c([N+](=O)[O-])c(=O)[nH]2)c1	7
Cc1occc1-c1nnc(SCC(=O)Nc2cccc(C(F)(F)F)c2)n1C	-13
CC(=O)Nc1nnc(SCC(=O)NCc2ccc(C)cc2)s1	-9
COc1ccccc1-n1c(SCC(=O)N2CCCC(C)C2)nnc1-c1ccncc1 (stereo not drawn)	8
O=C(c1nc2ccccc2s1)C1CCN(C(=O)c2cccc(-n3cnnn3)c2)CC1	-54
CCOc1ccc(NC(=O)CSc2nnnn2-c2cccc(OC)c2)cc1	-21
COc1cccc(-c2cc3nc(C4CCNCC4)cc(N)n3n2)c1	-68
Cc1nc2sc3c(c2c2nn(CC(=O)NC4CC4)c(=O)n12)CCC(C)C3 (stereo not drawn)	-42
O=C(OCCN1CCOCC1)C1(c2ccccc2)CCCCC1	17
Cc1ccc2[nH]c(=O)c(CN(CC3CCCO3)C(c3nnnn3Cc3ccccc3)C(C)C)cc2c1 (stereo not drawn)	33
Cc1cc(N2CCCC2)ccc1CN1CCc2c(nc(N3CCOCC3)[nH]c2=O)C1	-48
O=C(CSc1ncccn1)Nc1ncc(Cc2cccc(C(F)(F)F)c2)s1	-17
CCCc1[nH]nc2c1C(c1cc(Cl)cc(Cl)c1OC)C(C#N)=C(N)O2 (stereo not drawn)	-18
CCOc1cc(NC(=O)C23CC4CC(CC(C4)C2)C3)c(OCC)cc1NC(=O)c1cccs1	7
CC(=O)c1ccc(NC(=O)CSc2nnc(-c3cccnc3)n2C)cc1	-13
O=C(Cc1cccc(F)c1)NCCn1nc(-c2cccs2)ccc1=O	-57
CCNC(=O)c1cc2c(=O)n3ccccc3nc2n(Cc2cccnc2)c1=N	-14
Cc1ccc(NC(=O)c2cccs2)cc1NC(=O)c1cc2c(C)nn(-c3ccccc3)c2s1	70*
CCc1c(C)nc2ncnn2c1N1CCN(C(=O)c2ccccc2)CC1	23
O=C(CCCc1c[nH]c2ccccc12)NC1CCCCCC1	-134
Nc1c(-c2ccc(F)cc2)nc2cnccn12	-45
Cc1ccc(C(C)C(=O)N2CCc3c(nc(N4CCOCC4)[nH]c3=O)C2)cc1 (stereo not drawn)	-14
CCC(CN1CCN(C)CC1)NC(=O)Cc1sc(C)nc1-c1ccc(C)cc1C (stereo not drawn)	-52
Cc1cc(C)c2cc(C)c3nn(CC(=O)Nc4c(C)nn(C)c4C)c(=O)n3c2c1	-15
CCN1CCCC1CN(Cc1cnc(N(C)C)nc1)Cc1ccccn1 (stereo not drawn)	7
CCN1CCCC1CN(Cc1cc2c(C)ccc(C)c2[nH]c1=O)C(=O)Nc1cccc(Cl)c1 (stereo not drawn)	-30
O=C(NC1CCN(Cc2nnnn2C2CCCCC2)CC1)c1cccc(F)c1	-20
C=CCn1c(O)c(C(c2ccccn2)c2c(O)n(CC=C)c(=S)[nH]c2=O)c(=O)[nH]c1=S	-4
Cc1cc(C)c2[nH]c(=O)c(C(c3nnnn3C3CCCC3)N3CCN(C)CC3)cc2c1 (stereo not drawn)	-12
Cc1sc2nc(SCC(=O)N3CCC(C)CC3)[nH]c(=O)c2c1C	-38
Cc1sc2nc(C(C)C)n3c(SCC(=O)Nc4ccc5c(c4)OCO5)nnc3c2c1C	-6
CCC[N+]1(CC#CC(O)(c2ccccc2)C2(C)CCCC2)CCCCC1 (stereo not drawn)	-2
CCCC(=O)Nc1cc(-c2nc3ccccc3s2)ccc1C	42
Cc1c(C)n(CC(O)CNC(C)c2ccccc2)c2ccccc12 (stereo not drawn)	-62
COCCn1c(SCC(=O)Nc2cc(Cl)ccc2OC)nc2ccccc2c1=O	-44
Cc1cc(NC(=O)c2ccccc2)ncc1NC(=O)c1ccccn1	3

Three of the entries above in order of the EP2 mod value, smallest number first.
SMILES	EP2 mod
Cc1c(C)n(CC(O)CNC(C)c2ccccc2)c2ccccc12 (stereo not drawn)	-62
COCCn1c(SCC(=O)Nc2cc(Cl)ccc2OC)nc2ccccc2c1=O	-44
CCCC(=O)Nc1cc(-c2nc3ccccc3s2)ccc1C	42

Some of the compounds tested. The share of hits here may be higher or lower than overall.
